Compound activity as filed in PubChem.
NPSR antag: blocks cAMP signaling of the human neuropeptide S receptor; Q6W5P4; CHO-NPSR cells, cAMP TR-FRET, antagonist mode; Potency, µM (titrated, usually from 38.3 µM), for the others: top-dose activity change, negative = inhibition, hits mostly inhibitors; 220,000 compounds, 1% hits; AID 1461; further: on the % scale 0 is the no-effect control and ±100 the full control effect; nearly all actives have a fitted effect of over 50% in size; many of its hits are not listed in these tables
Target sequence (Q6W5P4 whole entry, looked up): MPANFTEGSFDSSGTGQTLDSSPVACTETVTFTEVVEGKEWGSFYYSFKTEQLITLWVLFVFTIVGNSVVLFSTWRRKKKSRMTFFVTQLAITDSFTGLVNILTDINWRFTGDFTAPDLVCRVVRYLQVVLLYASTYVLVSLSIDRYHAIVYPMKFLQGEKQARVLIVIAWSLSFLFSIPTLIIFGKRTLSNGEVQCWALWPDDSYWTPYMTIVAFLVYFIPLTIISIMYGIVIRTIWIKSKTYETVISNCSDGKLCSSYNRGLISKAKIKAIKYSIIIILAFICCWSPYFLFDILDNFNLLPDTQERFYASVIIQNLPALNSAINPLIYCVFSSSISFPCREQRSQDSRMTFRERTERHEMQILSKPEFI
Tau fluor cs: counter-screen for tau fibril formation inhibitors; tau K18 P301L Alexa594 fluorescence, heparin fibrillization; Potency, µM (titrated, usually from 57.7 µM), without a hit: at the highest dose activity change, negative = decrease; 280,000 compounds, 0.93% hits; further: on the % scale 0 is the no-effect control and ±100 the full control effect; nearly all actives have a fitted effect of over 55% in size
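Human tau K18 P301L (15 uM unlabeled, 0.24 uM Alexa 594-labeled) in 100 mM sodium acetate pH 7 with 20 uM heparin, 6 hr at 37 C. ThT 30 uM added, 1 hr ambient; Alexa 594 FP and total fluorescence read at 555/632 nm.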
GAA spleen mod: inhibitors or activators of human alpha-glucosidase in spleen homogenate; 240,000 compounds, 0.006% hits; human spleen homogenate, 4-MU-alpha-glucoside fluorescence; P10253; Potency, µM (highest dose often 79.9 µM), for the others: top-dose activity change, negative = inhibition, hits mostly inhibitors;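 further: 0% = enzyme with vehicle and -100% = no enzyme basal signal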
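Human spleen homogenate (1 ug) incubated with compounds and 1 mM 4-methylumbelliferyl-alpha-D-glucopyranoside in pH 5.0 citrate/phosphate buffer, 37 C, 40 min. Stopped at pH 10; 4-MU fluorescence (Ex 365/Em 440 nm); AC50 by Hill fit.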
ALDH1A1 inh: ALDH1A1 (human) enzyme inhibition; Purified ALDH1A1, NADH fluorescence, propionaldehyde substrate; Potency, µM (series often up to 75.3 µM), inactives show at the highest dose activity, negative = inhibition, most hits filed as inhibitors; AID 1030; 220,000 compounds, 7.3% hits; P00352; active means well fitted inhibition curve with a large enough effect, not every such curve was filed as active; inconclusive means small, poorly fitted or top-dose-only effect, or another doubt; inactive means no such curve, though single readings can be large or run the other way;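 further: plate controls were no enzyme wells and a reference inhibitor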
GAA glycogen mod: GAA glycogen-cleavage inhibition or activation; AID 2100; Potency, µM (top dose mostly 76.4 µM), for the others: top-dose activity change, negative = inhibition, usual class: inhibitors; recombinant GAA, glycogen substrate, Amplex Red glucose oxidase fluorescence; 300,000 compounds, 0.38% hits;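 further: 0% = full enzyme reaction and -100% = no-enzyme basal signal; the screen sought inhibitors and activators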
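Recombinant human enzyme (4 nM); glycogen substrate; 37 C, 40 min, pH 5.0. Readout: coupled glucose oxidase/Amplex Red fluorescence.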
GAA inh: alpha-glucosidase (human) inhibition; P10253; purified human GAA, 4-MU-alpha-glucoside fluorescence; Potency, µM (titrated, usually from 76.9 µM), without a hit: top-dose activity change, negative = inhibition, usual class: inhibitors; 200,000 compounds, 0.005% hits; AID 1466;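 further: plate controls were uninhibited enzyme wells for no effect and no-enzyme background for full effect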
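Endpoint fluorogenic read: 20 min room-temperature reaction of 4 nM human alpha-glucosidase with 400 uM 4-methylumbelliferyl-alpha-D-pyranoside, pH 5.0, quenched with 1M NaOH/1M glycine pH 10. AC50 from Hill modeling.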
aGal spleen mod: alpha-galactosidase A (human) modulation; human spleen homogenate, 4MU-alpha-Gal fluorescence, 40 min; Potency, µM (top dose mostly 80 µM), without a hit: at the highest dose activity change, negative = inhibition, actives largely listed as inhibitors; 240,000 compounds, 0.008% hits;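 further: 0% = enzyme with vehicle and -100% = no enzyme basal signal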
Target sequence (P06280 32-429 limits assumed): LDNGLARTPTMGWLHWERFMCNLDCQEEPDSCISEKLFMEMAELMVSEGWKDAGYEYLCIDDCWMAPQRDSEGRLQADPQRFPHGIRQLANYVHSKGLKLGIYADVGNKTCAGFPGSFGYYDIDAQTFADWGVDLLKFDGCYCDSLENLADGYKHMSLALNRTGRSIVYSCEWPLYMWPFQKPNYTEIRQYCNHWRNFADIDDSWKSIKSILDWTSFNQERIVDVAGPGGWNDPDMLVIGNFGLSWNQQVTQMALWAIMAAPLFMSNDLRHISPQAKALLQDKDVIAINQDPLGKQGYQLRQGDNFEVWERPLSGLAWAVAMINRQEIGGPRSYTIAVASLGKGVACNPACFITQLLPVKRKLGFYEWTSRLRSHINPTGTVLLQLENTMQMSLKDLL
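Human spleen homogenate (1 ug) was the enzyme source, with 4-methylumbelliferyl-alpha-D-galactopyranoside (1 mM final) in pH 5.0 citrate buffer with 0.01% Tween-20. Compounds were titrated; after 40 min at 37C, NaOH/glycine stop, 4-MU fluorescence read; AC50 from Hill fits.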
Epigenetic derep: regulators of epigenetic silencing causing reporter derepression in mouse cells | murine LDR cells, GFP reporter derepression, 30 h | Potency, µM (series often up to 53.9 µM), for inactives: at the highest dose GFP activation, most hits filed as activators | 280,000 compounds, 0.2% hits; further: % of control where 0% means no effect; nearly all actives have a fitted effect of over 60% in size
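In this reporter-derepression format, murine cells bearing a silenced integrated CMV-GFP locus incubate with test compound (30 h, 37 C), then are washed and imaged; fluorescent objects of 20–120 um count as induced cells.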
Numbers without * were called inactive; ? = inconclusive; . = no result given; [ ] = remark or other dose. Unless noted, the call rests on the fitted dose curve; in most records, active means well fitted curve in the direction sought with a large enough effect; inconclusive means small, poorly fitted or top-dose-only effect, or another doubt; inactive means no such curve, though single readings can be large; an effect the other way counts as inactive or inconclusive. Potency means the concentration at half of the fitted maximal effect. Not all compounds are listed; the hit share may differ from the screen's.

Results follow in this order: NPSR antag | Tau fluor cs | GAA spleen mod | ALDH1A1 inh | GAA glycogen mod | GAA inh | aGal spleen mod | Epigenetic derep
- CN(CC(=O)N1CC=C(c2ccccc2)CC1)S(=O)(=O)c1ccc2c(c1)c(=O)n(C)c(=O)n2C
 : -15%[46.1 µM] | -3% | -7% | ? | -8% | -2% | -3% | -0.3%
- COc1cc(CN2CCN(C(=O)c3ccc(-c4ccccc4)cc3)CC2)cc(OC)c1OC
 : -2% | 16%[2.34 µM] | -5% | 9% | 0% | -4% | -3% | -0.1%
- CCn1cc(C(=O)N2CCN(Cc3ccc4c(c3)OCO4)CC2)c(=O)c2ccc(C)nc21
 : -5%[46.1 µM] | -1% | -17% | -2% | 6% | 2% | 10% | 0.8%
- Nc1ccc(C(=O)OCC(=O)N2CCOCC2)cc1[N+](=O)[O-]
 : 16% | -2% | -1% | 1% | 13% | -8% | -11% | -1.0%
- O=C(Cn1ccc2ccccc21)Nc1ccc2c(c1)OCO2
 : 10% | -10% | -8% | -2% | -8% | -2% | -1% | -0.8%
- O=C1C(C=NCC2CCCO2)=C(O)c2ccccc21 (stereo unspecified)
 : -35%[46.1 µM] | -9% | -7% | ? | 3% | -3% | 3% | -1.8%
- Cn1c(=O)cc(SCC(=O)NCC2CCCO2)c2ccc(Cl)cc21 (stereo unspecified)
 : 10µM* | -1% | -5% | -8% | 0% | ? | 2% | 1.0%
- CC(=O)Nc1ccc(S(=O)(=O)Nc2nccc(C3Cc4ccccc4C(=O)O3)n2)cc1 (stereo unspecified)
 : 1%[46.1 µM] | 3% | -2% | 8% | 7% | 2% | -7% | -0.7%
- O=C(N=C1N=C2C=CC(Br)=CN2Cc2ccccc21)c1ccc([N+](=O)[O-])cc1[N+](=O)[O-]
 : 8%[7.67 µM] | ? | -1% | . | -2% | . | -3% | -0.3%
- Cc1ccc(S(=O)(=O)N2CCc3ccccc3C2CC(=O)O)cc1 (stereo unspecified)
 : -6% | -5% | 2% | . | 3% | . | 5% | -1.0%
- C[C@H](NS(=O)(=O)c1ccc(Cl)c(Cl)c1)C(=O)OCc1cc(=O)n2cc(Br)ccc2n1
 : 13% | -10% | -2% | ? | 13% | 4% | 1% | 1.0%
- COc1ccc(CN2CCCC(CNC(=O)c3ccc(F)cc3)C2)cc1OC (stereo unspecified)
 : -16% | 8% | 0% | ? | 2% | ? | -2% | -5.3%
- COCC(C)NC(=O)CCS(=O)(=O)c1nc(-c2ccc(OC)cc2)cc(C(F)(F)F)n1 (stereo unspecified)
 : -21%[46.1 µM] | 10% | 2% | -9% | 6% | 2% | 3% | 1.8%
- COc1ccc(/C=N/NC(=O)C(C)n2nnc3ccccc32)cc1OC (stereo unspecified)
 : -3%[46.1 µM] | -10% | -3% | 2% | -3% | -3% | -7% | 0.7%
- Cc1ccc(NC(=S)Nc2ccc(S(=O)(=O)N3CCOCC3)cc2)cc1S(=O)(=O)N1CCOCC1
 : -15% | ? | 4% | ? | -19% | -5% | 8% | -0.4%
- COc1cccc(C(=O)NC2CCN(C(=O)N3CCCCC3)CC2)c1
 : 7%[46.1 µM] | -2% | 9% | ? | 3% | -7% | 8% | -0.8%
- COc1ccc(-c2nnc(SCC(=O)NC3CCCCC3)o2)cc1OC
 : -4%[46.1 µM] | -11% | 12% | 2% | -15% | -11% | 5% | -2.4%
- CC12CCC(C(=O)NCc3ccc4c(c3)OCO4)(C(=O)C1=O)C2(C)C (stereo unspecified)
 : -7%[46.1 µM] | -10% | -7% | ? | -3% | -8% | -4% | 1.4%
- Nc1nc(N)c2ncc(C(=O)CCc3ccccc3)nc2n1
 : 2% | 1% | 0% | ? | 12% | 1% | 2% | -4.7%
- Cc1nn(Cc2ccc(F)cc2)c(C)c1NC(=O)C1c2ccccc2Oc2ccccc21
 : -15% | -20% | -1% | 1% | -1% | 0% | -3% | 17%
- COC(=O)c1cc(N2CCN(C)CC2)nc2ccccc12
 : 0% | 2% | 4% | ? | -15% | 9% | 0% | -0.6%
- Cc1nn2c(NCCCN(C)C)c3c(nc2c1-c1ccccc1)CCC3
 : -16%[46.1 µM] | ? | -3% | ? | 1% | ? | 5% | -3.0%
- c1ccc(CC2CCN(C3=Nc4cccc5cccc3c45)CC2)cc1
 : 10µM* | -12% | -3% | 14µM* | -2% | -1% | 1% | 0.0%
- Cc1ccccc1-n1c(SCc2csc(Nc3ccccc3)n2)nnc1-c1cccnc1
 : -15%[46.1 µM] | ? | -11% | -2% | -14% | -10% | -2% | 0.0%
- COc1ccc(-n2c(=S)[nH]c3cc(C(=O)NCCCN4CCCC4=O)ccc3c2=O)cc1OC
 : -11%[46.1 µM] | -11% | -2% | 2.5µM* | 4% | -2% | 8% | 0.0%
- Cc1cc(NS(=O)(=O)c2ccccc2)n(-c2ccccc2)n1
 : -11%[46.1 µM] | 2% | 1% | 8% | -4% | -7% | 7% | -6.3%
- CCc1ccc(NC2CC(=O)N(CCc3ccc(OC)c(OC)c3)C2=O)cc1 (stereo unspecified)
 : 2% | -6% | -14% | 3.2µM* | -21% | 4% | -17% | -0.6%
- CCO[C@H]1OC(C(=O)NCc2ccccc2)=C[C@@H](c2ccc(Br)cc2)[C@@H]1CCCO
 : 2% | -6% | -6% | 1% | 7% | . | -12% | 0.1%
- O=C(O)CCc1ccc(S(=O)(=O)NCCc2ccccc2)cc1
 : -7%[46.1 µM] | -19% | 0% | 1.8µM* | -1% | -7% | 2% | -1.9%
- OC(CN1CCOCC1)Cn1c(-c2cccc(Cl)c2)nc2ccccc21 (stereo unspecified)
 : -14%[46.1 µM] | 11% | -7% | -6% | 7% | -10% | -3% | 0.2%
- COCCn1c(SCC(=O)c2c(N)n(C)c(=O)n(C)c2=O)nc2ccccc21
 : 22% | -4% | 10% | 3% | 2% | -6% | 3% | 2.2%
- CCOC(=O)c1ccc(N2C(=O)c3n[nH]c(C)c3C2c2ccco2)cc1 (stereo unspecified)
 : -14%[46.1 µM] | -10% | 2% | ? | -3% | -5% | 3% | -2.3%
- Cc1ccc(C(=O)N2CCN(C(=O)N3CCOCC3)CC2)cc1
 : -3%[46.1 µM] | 1% | 6% | -12% | -4% | -1% | 8% | -1.0%
- Cn1nc(-c2ccccc2)c(C(=O)NCC(=O)O)c1Cl
 : 11% | -10% | . | 12% | 0% | -2% | 2% | 1.2%
- COc1cc(C)ccc1OCCCON1C(=O)CCC1=O
 : 12%[46.1 µM] | -7% | -1% | 1% | -5% | -2% | 2% | -4.1%
- Cc1cc2ccccc2nc1SCC(=O)NC1CCCCC1
 : 0% | 2%[2.34 µM] | 4% | -6% | -13% | 10% | -7% | 0.0%
- O=C(N/N=C/C=C/c1ccccc1)c1n[nH]c2c1CCC2
 : 10%[46.1 µM] | -11% | 1% | 12% | 6% | -3% | 2% | 1.4%
- O=C(NC(Cc1cc(=O)[nH]c2ccccc12)C(=O)O)c1ccc(Cl)cc1 (stereo unspecified)
 : . | -11% | 5% | -7% | . | . | 3% | 0.8%
- O=C(c1ccccc1Sc1ccc([N+](=O)[O-])cc1)N1CCCCC1
 : -11% | 4% | -9% | -3% | 3% | 2% | -1% | 0.0%
- CC1(C)NC(=O)N(CC(O)COc2cccc(F)c2)C1=O (stereo unspecified)
 : -3%[46.1 µM] | 7% | -5% | -1% | 8% | -12% | 1% | -0.8%
- O=C(CC(=O)N/N=C/c1c(F)cccc1Cl)NCc1ccccc1
 : -11% | -5% | 3% | 10% | 1% | -1% | 3% | -1.0%
- CS(=O)(=O)N(CC(=O)NCc1ccco1)c1ccc(Cl)cc1Cl
 : 8% | 1% | -21% | 3% | 4% | 5% | -4% | 1.1%
- N#CCC(=O)Nc1ccc(C(=O)OCC(=O)Nc2ccccc2-c2ccccc2)cc1
 : 4% | ? | -3% | ? | -2% | ? | 11% | 0.9%
- O=C(COC(=O)C1CCC1)Nc1ccc(Oc2ccccc2)cc1
 : -5%[46.1 µM] | ? | 1% | ? | -4% | -1% | 0% | 0.0%
- Cn1c(CNC(=O)Nc2ccccc2Cl)nnc1SCc1ccccc1
 : -6%[46.1 µM] | -6% | -1% | -9% | -3% | -1% | 3% | -0.7%
- COc1cc(C(=O)NCCCc2nc3ccccc3n2Cc2cc(C)ccc2C)cc(OC)c1OC
 : -6% | 0% | -2% | 1% | 6% | 6% | 0% | -2.9%
- Cc1ccc(-n2c(SCC(=O)Nc3ccc4c(c3)OCO4)nnc2-c2ccoc2C)cc1
 : ? | -25% | 1% | ? | -15% | 5% | 10% | -1.0%
- CCOC(=O)CC(=O)Nc1c(C)cc(C)cc1C
 : 3%[46.1 µM] | 14% | -4% | 0% | -4% | -1% | -5% | -0.9%
- Cc1ccccc1NC(=O)N1C2CCCC1CC(NC(=O)C1CC1)C2 (stereo unspecified)
 : -2%[46.1 µM] | 6% | -3% | 13% | -5% | -2% | 0% | 0.9%
- O=C(Nc1ccc(-c2cn3ccsc3n2)cc1)c1ccc(F)c(S(=O)(=O)N2CCOCC2)c1
 : ? | ? | 3% | 19% | 7% | -6% | 1% | 0.0%
- Cn1c(N2CCCC2)nc2c1c(=O)n(Cc1cccc(F)c1)c(=O)n2C
 : -9%[46.1 µM] | -20% | -1% | -4% | 3% | -4% | -1% | -3.9%
- CCC1CC(CSc2ncn[nH]2)OC1=O (stereo unspecified)
 : -4%[46.1 µM] | -4% | -7% | 1% | 4% | 2% | 2% | -0.2%
- CCCC(=O)Nc1ccccc1NC(=O)c1ccc(OCC)cc1
 : -2% | -15% | 0% | -6% | 10% | 1% | 3% | -0.2%
- COc1ccc(/C=C/C(=O)NCCNC(=O)c2ccccc2)cc1OC
 : 2% | 0% | -7% | ? | -7% | 1% | 4% | 0.3%[10.1 µM]

Taken from the listing for reference:
Results follow in this order: NPSR antag | Tau fluor cs | GAA spleen mod | ALDH1A1 inh | GAA glycogen mod | GAA inh | aGal spleen mod | Epigenetic derep
- Cn1c(N2CCCC2)nc2c1c(=O)n(Cc1cccc(F)c1)c(=O)n2C
 : -9%[46.1 µM] | -20% | -1% | -4% | 3% | -4% | -1% | -3.9%
- CCC1CC(CSc2ncn[nH]2)OC1=O (stereo unspecified)
 : -4%[46.1 µM] | -4% | -7% | 1% | 4% | 2% | 2% | -0.2%
- CCCC(=O)Nc1ccccc1NC(=O)c1ccc(OCC)cc1
 : -2% | -15% | 0% | -6% | 10% | 1% | 3% | -0.2%
- COc1ccc(/C=C/C(=O)NCCNC(=O)c2ccccc2)cc1OC
 : 2% | 0% | -7% | ? | -7% | 1% | 4% | 0.3%[10.1 µM]
